NTR1 ag: agonists of NTR1, primary screen, imaging, U2OS cells, beta-arrestin-GFP, high content (AID 493036); P30989; NTR1-U2OS beta-arrestin-GFP spot imaging, agonist mode; activation, % at 20 µM; 0.17% of 330,000 active;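 active = activation at or above 40% of the spot to cytoplasm intensity ratio, with at least 20 cells analyzed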;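 also: 0% = DMSO without peptide and 100% = 100 nM NTR1 peptide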
Target sequence (P30989 whole entry, looked up): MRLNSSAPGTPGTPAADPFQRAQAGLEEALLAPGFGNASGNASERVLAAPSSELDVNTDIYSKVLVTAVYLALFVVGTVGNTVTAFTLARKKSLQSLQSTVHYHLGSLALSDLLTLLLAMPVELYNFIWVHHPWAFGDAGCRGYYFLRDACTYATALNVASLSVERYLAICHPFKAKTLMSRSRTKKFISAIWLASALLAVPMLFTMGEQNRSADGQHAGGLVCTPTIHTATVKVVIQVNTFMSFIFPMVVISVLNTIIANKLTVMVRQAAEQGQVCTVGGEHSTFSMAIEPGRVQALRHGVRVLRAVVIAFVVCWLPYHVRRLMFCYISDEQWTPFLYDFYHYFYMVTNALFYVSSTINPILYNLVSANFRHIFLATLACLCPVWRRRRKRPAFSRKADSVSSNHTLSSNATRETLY
Siah-1 displacement: blockers of Siah-1 interaction with plectin peptide – biochemical, fluorescence polarization, rhodamine-plectin, uHTS, primary screen (AID 1817); displacement, % at 20 µM; hits with a dose series show IC50 in µM; Siah-1 / rhodamine-plectin peptide fluorescence polarization; higher % means a stronger effect; 0.02% of 290,000 active;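 active = displacement of at least 50% at 20 µM, with a fluorescence ratio check between 0.3 and a set limit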;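 also: plate controls were Siah plus tracer with DMSO for no effect and tracer alone without Siah for full effect; strong numbers were not always called active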
HIV fusion peptide: cell-free HIV fusion peptide-binding blockers – biochemical, uHTS, fluorescence dequenching, primary screen (AID 1986); cell-free peptide binding, fluorescence dequenching, 30 min; higher % means a stronger effect; inhibition, % at 20 µM, or IC50 in µM where a hit was titrated; 0.3% of 290,000 active; in the data active = inhibition mostly above about 52%, no sharp cut-off; inactive = mostly below about 76%; also: some results filed as inactive read as strong as hits
AID2073: disruptors of CaV2.2 binding to Mint1 – biochemical, HTRF (AID 2073); inhibition, % at 20 µM; hits with a dose series show IC50 in µM; HTRF protein-protein interaction, Mint1-CaV2.2; higher % means a stronger effect; 0.19% of 290,000 active; in the data active = inhibition mostly above about 51%, no sharp cut-off; also: some results filed as inactive read as strong as hits
Dengue-2 NS5 capping: flavivirus cap methylation enzyme inhibition – biochemical, confirmation dose response, primary screen (AID 588689) | Dengue-2 NS5 methyltransferase capping enzyme assay, biochemical; higher % means a stronger effect | 0.3% of 340,000 active | one-dose inhibition, % at 25 µM; IC50 in µM for titrated hits; in the data active = a potency from the dose series
GPR55 activation: GPR55 agonists via beta-arrestin recruitment, primary screen, imaging, U2OS cells, beta-arrestin-GFP redistribution (AID 1961). U2OS GPR55 beta-arrestin-GFP redistribution imaging; higher % means a stronger effect. activation, % at 10 µM; hits with a dose series show EC50 in µM. 0.048% of 290,000 active;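 active = activation above 40% with more than 50 cells counted in the well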;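 also: U2OS osteosarcoma cells stably expressing GPR55 and beta-arrestin-GFP; plate controls were DMSO negative control for no effect and LPI positive control for full effect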
UTI89 phage lysis: inhibition of K1F phage lysis, E. coli UTI89, bacterial capsule biogenesis inhibitors, alamar blue (AID 488966) | 0.02% of 340,000 active | inhibition, % at 100 µM; hits with a dose series show IC50 in µM | E. coli UTI89 K1F phage lysis, alamar blue, 2 h; higher % means a stronger effect;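 active = phage lysis inhibition, versus mean bacterial control, above a set limit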;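 also: capsule biogenesis inhibitors block K1F phage lysis so surviving cells raise fluorescence; higher fluorescence means more inhibition of phage lysis; actives were called in the ten point dose series up to 300 µM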
GPR55 LPI antagonism: GPR55 antagonists blocking LPI-driven arrestin recruitment, primary screen, imaging, U2OS, beta-arrestin-GFP, LPI agonist (AID 2013); U2OS GPR55 beta-arrestin-GFP translocation imaging, LPI antagonism; higher % means a stronger effect; 0.13% of 290,000 active; inhibition, % at 10 µM, or IC50 in µM where a hit was titrated;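 active = spots per cell inhibited over 60%, with over 100 cells counted and total cytoplasm intensity under 500,000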;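 also: U2OS cells stably carrying GPR55 and arrestin-GFP stimulated by 5 µM LPI near EC80; imaged beta-arrestin-GFP aggregate spots per cell after agonist stimulation; plate controls were LPI-stimulated DMSO wells for no effect and DMSO wells without LPI for full effect; some results filed as inactive read as strong as hits; confirmed hits need IC50 under 10 µM and bright autofluorescent wells are also inconclusive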
GPR35 antagonists: GPR35 antagonists blocking zaprinast-driven arrestin recruitment, primary screen, imaging, U2OS, beta-arrestin-GFP, zaprinast agonist (AID 2058) | U2OS GPR35 beta-arrestin-GFP translocation imaging, zaprinast antagonism; higher % means a stronger effect | inhibition, % at 10 µM, or IC50 in µM where a hit was titrated | 0.052% of 290,000 active;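 active = inhibition of at least 50% with at least 30 cells and total cytoplasm GFP at most 10,000,000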
NTR1 ag cell count 20 µM: recorded beside NTR1 ag, whose call it bears; cell count; measured here: cell count, cytotoxicity flag
* = called active by the depositor; . = no result given; [ ] = remark or other dose. An unsorted share of the library. Share with any hit: about 1.2%.

1. Cc1cc(C)c2c(c1)/C(=N/NC(=O)c1cc(C)oc1C)CCC2
2. O=C(COC(=O)c1n[nH]c(=O)c2ccccc12)c1ccc(Cl)cc1
3. CC(=O)c1cc(-c2ccccc2)n(CCC(=O)NC2CCCC2)c1C
4. CN(CC(=O)Nc1ccc(Cl)cc1)S(=O)(=O)c1cccc2cccnc12
5. Cc1c(S(=O)(=O)N2CCc3ccccc3C2)c(=O)n(C)c(=O)n1C
compound no.	1	2	3	4	5
NTR1 ag	0.9	-1.5	0.4	2.0	3.6
NTR1 ag cell count 20 µM	58	43	73	49	57
Siah-1 displacement	-5%	2%	4%	-2%	-3%
HIV fusion peptide	-1.3%	1.7%	-0.5%	-1.9%	2.3%
AID2073	2%	17%	-3%	-2%	4%
Dengue-2 NS5 capping	-2%	1%	-7%	-1%	-1%
GPR55 activation	-0.3%	0.0%	-0.2%	-0.2%	-0.1%
UTI89 phage lysis	2.0%[50 µM]	3.3%[50 µM]	0.3%	-2.3%	0.7%
GPR55 LPI antagonism	-2%	11%	-1%	7%	8%
GPR35 antagonists	-10%	4%	-7%	-6%	-10%

6. CCOC(=O)N1CCN(C(=O)CSc2ccc3nnc(CCNC(=O)c4ccc(OC)cc4)n3n2)CC1
7. COC(=O)[C@@H](NC(=O)c1ccccc1OC1CCN(S(C)(=O)=O)CC1)C(C)C
8. N#Cc1ccc(NC(=O)Cn2cnc(S(=O)(=O)N3CCCCC3)c2)cc1
9. CN(Cc1nc(-c2ccccn2)no1)S(=O)(=O)c1ccc(Cl)cc1
10. Cc1cccc(C)c1OCC(=O)NC(Cc1c[nH]c2ccccc12)C(=O)O (stereo unspecified)
compound no.	6	7	8	9	10
NTR1 ag	0.2	0.0	2.6	1.1	0.3
NTR1 ag cell count 20 µM	71	60	58	65	47
Siah-1 displacement	-6%	-1%	0%	1%	-3%
HIV fusion peptide	-1.2%	0.1%	-1.2%	-0.6%	5.7%
AID2073	10%	6%	3%	1%	13%
Dengue-2 NS5 capping	-5%	-13%	-2%	3%	5%
GPR55 activation	-0.2%	0.2%	-0.1%	-0.1%	0.1%
UTI89 phage lysis	-0.1%[50 µM]	-0.5%	0.2%	0.6%	-1.3%
GPR55 LPI antagonism	10%	2%	-1%	11%	19%
GPR35 antagonists	5%	-1%	-6%	15%	-13%

11. CS(=O)(=O)NC1CCN(Cc2ccccc2)CC1
12. Cc1nc(SCC(=O)NCc2ccco2)c2oc3ccccc3c2n1
13. Cc1ccnc(SCCn2c(Br)nc3c2c(=O)[nH]c(=O)n3C)n1
14. Cc1ccc(C2C(C#N)=C(N)Oc3n[nH]c(-c4cccs4)c32)cc1 (stereo unspecified)
15. CN1CCN2c3ncccc3Cc3ccccc3[C@@H]2C1
compound no.	11	12	13	14	15
NTR1 ag	0.3	2.7	-1.1	3.8	-1.6
NTR1 ag cell count 20 µM	62	37	52	86	54
Siah-1 displacement	1%	0%	10%	-4%	-3%
HIV fusion peptide	1.1%	-2.8%	1.5%	6.3%	1.3%
AID2073	-1%	-8%	-14%	0%	3%
Dengue-2 NS5 capping	-6%	6%	-9%	-2%	-3%
GPR55 activation	-0.1%	-0.2%	1.2%	0.1%	0.7%
UTI89 phage lysis	7.6%	0.6%	3.0%	1.1%	0.8%
GPR55 LPI antagonism	10%	1%	16%	-1%	-7%
GPR35 antagonists	5%	-11%	7%	-9%	21%

16. Cc1nn(C)cc1CNC(=O)c1cccc(F)c1
17. O=C(NCC(c1ccc(F)cc1)N1CCOCC1)c1ccc(C(=O)c2ccccc2)cc1 (stereo unspecified)
18. CCC(Sc1nnc2c3ccccc3n(CC)c2n1)C(=O)Nc1sc2c(c1C#N)CCCC2 (stereo unspecified)
19. COc1cc(/C=N/N2CCN(C3c4ccccc4-c4ccccc43)CC2)ccc1O
20. CCOc1cc(C(=O)Nn2cnnc2)cc(OCC)c1OCC
compound no.	16	17	18	19	20
NTR1 ag	-1.3	1.3	-1.2	15	0.0
NTR1 ag cell count 20 µM	48	44	89	51	37
Siah-1 displacement	-1%	4%	-2%	-2%	1%
HIV fusion peptide	-1.7%	0.2%	-1.7%	-3.5%	-0.9%
AID2073	-7%	6%	-6%	-17%	1%
Dengue-2 NS5 capping	-2%	2%	2%	-6%	-2%
GPR55 activation	0.2%	0.4%	-0.1%	-0.3%	-0.2%
UTI89 phage lysis	-0.2%	1.4%	0.4%	-0.2%	0.1%
GPR55 LPI antagonism	9%	12%	5%	-12%	4%
GPR35 antagonists	-5%	4%	5%	-2%	-9%

21. O=C(c1ccc(CN2CCOCC2)cc1)N1CCN(c2ccccc2)CC1
22. CCOP(=O)(OCC)C(Nc1cccc([N+](=O)[O-])c1)c1ccc(OC)cc1 (stereo unspecified)
23. Cc1cc(N)ccc1N=Nc1c(C)n(C)n(-c2ccccc2)c1=O
24. CCOC(=O)c1cnc2ccc(OCC)cc2c1NCCCN1CCOCC1
25. CCCn1c(C)cc(C(=O)CN2C(=O)c3cccc(N)c3C2=O)c1C
compound no.	21	22	23	24	25
NTR1 ag	0.1	-0.6	1.1	0.3	0.5
NTR1 ag cell count 20 µM	39	46	53	76	63
Siah-1 displacement	0%	2%	-2%	-3%	6%
HIV fusion peptide	2.0%	0.6%	0.0%	-0.9%	18%
AID2073	-2%	17%	-4%	1%	26%
Dengue-2 NS5 capping	1%	.	-4%	-8%	11%
GPR55 activation	0.4%	-0.3%	-0.2%	-0.2%	0.2%
UTI89 phage lysis	5.7%	.	0.8%[50 µM]	-1.3%	2.8%
GPR55 LPI antagonism	0%	-3%	0%	8%	7%
GPR35 antagonists	-26%	-24%	-9%	7%	5%

(further entries)
Values run as follows: NTR1 ag	NTR1 ag cell count 20 µM	Siah-1 displacement	HIV fusion peptide	AID2073	Dengue-2 NS5 capping	GPR55 activation	UTI89 phage lysis	GPR55 LPI antagonism	GPR35 antagonists
26: CCCCCCCC(=O)OC(CN1CCCCCC1)CN1CCCC1=O (stereo unspecified)
→ 0.6	52	-2%	-1.2%	-1%	-4%	-0.1%	0.6%	7%	-12%
27: CCCC(NC(=O)c1ccco1)c1nc2ccccc2[nH]1 (stereo unspecified)
→ 1.2	67	5%	0.0%	2%	-8%	0.1%	1.5%[50 µM]	7%	-6%
28: Cn1c(=O)cc2c3c(c(N4CCCCC4)ccc31)C(=O)c1ccccc1-2
→ 0.7	44	110%	23%	6%	.	-0.3%	.	-3%	-12%
29: COCc1cc(CN2CCCC(C(=O)Nc3cccc(-n4cnnn4)c3)C2)ccc1OC (stereo unspecified)
→ -0.5	54	-2%	1.4%	4%	-5%	-0.1%	0.0%	-8%	-9%
30: Nc1nc(Cl)c(C=O)c(N2CCCCC2)n1
→ 3.9	77	10%	0.3%	-3%	-4%	-0.3%	0.2%	0%	9%
31: CCN(CC(=O)NCc1cccs1)C(=O)CCOc1ccccc1C
→ -1.0	63	6%	0.8%	6%	-10%	0.2%	0.0%	18%	4%
32: O=C(NC(=S)N1CCN(c2ccccc2)CC1)c1ccccc1
→ 0.3	63	-5%	-0.2%	-13%	-10%	-0.2%	-0.2%	-12%	4%
33: CC1=C(C(=O)OC(C)C)C(c2cncc(-c3ccc(F)cc3)c2)C(C#N)=C(N)O1 (stereo unspecified)
→ -0.5	49	2%	0.8%	1%	-14%	0.4%	-7.1%	-2%	5%
34: O=c1[nH]c(N/N=C\c2ccc(F)cc2)nc2ccccc12
→ -2.5	67	2%	-2.1%	10%	4%	-0.1%	0.1%	3%	-3%
35: O=C1C(NS(=O)(=O)c2cccs2)=C(N2CCN(Cc3ccccc3)CC2)C(=O)c2ccccc21
→ 2.4	52	4%	-0.9%	-6%	17%	1.2%	0.0%	-10%	-6%
36: Cc1cc(C)c2nc(-n3nc(C)cc3N)cc(C)c2c1
→ 8.2	83	4%	-0.5%	12%	5%	-0.3%	-0.9%	12%	-15%
37: Cc1ccc(Cl)c2c1NC(=O)C2(O)CC(=O)c1ccc(Br)cc1 (stereo unspecified)
→ 0.3	70	-3%	-0.9%	-2%	-1%	0.2%	2.4%	4%	3%
38: CCOC(=O)Cn1nc(C)cc1NC(=O)c1cc(OC)c(OC)c(OC)c1
→ 0.0	81	-1%	0.2%	23%	-6%	-0.1%	-0.3%	-11%	2%
39: Cc1cc2cc(C)c(SCC(=O)NCc3ccco3)nc2cc1C
→ 3.5	87	6%	2.0%	25%	-12%	-0.1%	0.3%	3%	-7%
40: Cc1ccc(-c2nnn(CC(=O)N(c3cnc4ccccc4c3)C(C(=O)NC3CCCC3)c3ccncc3)n2)o1 (stereo unspecified)
→ 2.6	33	1%	-1.9%	22%	0%	-0.3%	-1.6%	-1%	-10%
41: COc1ccc(OCc2n[nH]c(=S)n2Cc2ccco2)cc1
→ -0.4	67	7%	10%	13%	-11%	0.0%	-0.1%	7%	-3%
42: O=c1cnnc(N/N=C/c2ccccn2)[nH]1
→ -1.1	57	-4%	6.7%	19%	-2%	-0.1%	1.4%	13%	0%

Gathered by group: the entries above with an NH in an aromatic ring.
Values run as follows: NTR1 ag	NTR1 ag cell count 20 µM	Siah-1 displacement	HIV fusion peptide	AID2073	Dengue-2 NS5 capping	GPR55 activation	UTI89 phage lysis	GPR55 LPI antagonism	GPR35 antagonists
2: O=C(COC(=O)c1n[nH]c(=O)c2ccccc12)c1ccc(Cl)cc1
→ -1.5	43	2%	1.7%	17%	1%	0.0%	3.3%[50 µM]	11%	4%
10: Cc1cccc(C)c1OCC(=O)NC(Cc1c[nH]c2ccccc12)C(=O)O (stereo unspecified)
→ 0.3	47	-3%	5.7%	13%	5%	0.1%	-1.3%	19%	-13%
13: Cc1ccnc(SCCn2c(Br)nc3c2c(=O)[nH]c(=O)n3C)n1
→ -1.1	52	10%	1.5%	-14%	-9%	1.2%	3.0%	16%	7%
14: Cc1ccc(C2C(C#N)=C(N)Oc3n[nH]c(-c4cccs4)c32)cc1 (stereo unspecified)
→ 3.8	86	-4%	6.3%	0%	-2%	0.1%	1.1%	-1%	-9%
27: CCCC(NC(=O)c1ccco1)c1nc2ccccc2[nH]1 (stereo unspecified)
→ 1.2	67	5%	0.0%	2%	-8%	0.1%	1.5%[50 µM]	7%	-6%
34: O=c1[nH]c(N/N=C\c2ccc(F)cc2)nc2ccccc12
→ -2.5	67	2%	-2.1%	10%	4%	-0.1%	0.1%	3%	-3%
41: COc1ccc(OCc2n[nH]c(=S)n2Cc2ccco2)cc1
→ -0.4	67	7%	10%	13%	-11%	0.0%	-0.1%	7%	-3%
42: O=c1cnnc(N/N=C/c2ccccn2)[nH]1
→ -1.1	57	-4%	6.7%	19%	-2%	-0.1%	1.4%	13%	0%

From PubChem
